Source: PubChem
rTrxR1 inhibitor = inhibitors of rat thioredoxin reductase 1. recombinant rTrxR1, NADPH fluorescence consumption, selenite substrate. Potency, µM (highest dose often 114 µM), for inactives: top-dose activity change, negative = inhibition, actives largely listed as inhibitors. 1% of 390,000 active. AID 588453; note: potency is the fitted concentration of half-maximal effect; % is set by controls: 0 for no effect and ±100 for the full control effect; nearly all actives have a fitted effect of over 65% in size
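Rat TrxR1 (90 nM in the dispensed reagent) was pre-reduced with 400 uM NADPH for 5 min at room temperature, then incubated with compound for 15 min. After 400 uM selenite was added, NADPH fluorescence (Ex 340/Em 450 nm) was followed for 8 min.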
IDH1 R132H inh = inhibitors of human mutant IDH1 R132H. O75874. IDH1-R132H enzyme, NADPH consumption, diaphorase/resazurin fluorescence. Potency, µM (highest dose often 76.6 µM), for inactives: at the highest dose activity change, negative = inhibition, most hits filed as inhibitors. 0.093% of 390,000 active. AID 602179; note: potency is the fitted concentration of half-maximal effect; % is set by controls: 0 for no effect and ±100 for the full control effect; nearly all actives have a fitted effect of over 65% in size
Target sequence (O75874 whole entry R132H, stated change not applied): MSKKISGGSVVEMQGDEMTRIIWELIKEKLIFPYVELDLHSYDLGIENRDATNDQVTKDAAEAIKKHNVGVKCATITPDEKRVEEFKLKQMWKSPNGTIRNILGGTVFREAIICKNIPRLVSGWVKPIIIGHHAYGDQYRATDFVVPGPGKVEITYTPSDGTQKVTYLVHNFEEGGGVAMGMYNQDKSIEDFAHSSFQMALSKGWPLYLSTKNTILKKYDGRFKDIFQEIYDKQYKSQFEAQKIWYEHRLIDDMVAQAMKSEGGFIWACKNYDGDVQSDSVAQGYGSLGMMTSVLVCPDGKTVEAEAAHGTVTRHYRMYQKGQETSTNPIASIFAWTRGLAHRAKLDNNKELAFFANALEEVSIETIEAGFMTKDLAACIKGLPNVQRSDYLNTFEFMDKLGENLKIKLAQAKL
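IDH1-R132H (0.5 ug/mL dispensed) in pH 7.5 Tris buffer was preincubated 30 min with compound, then given a substrate mix of 0.016 mM NADPH and 2 mM alpha-KG for 80 min at room temperature; remaining NADPH was read by diaphorase/resazurin fluorescence.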
USP1 inh = blocks the human USP1/UAF1 deubiquitinase complex. O94782. recombinant USP1/UAF1, Ub-Rhodamine cleavage fluorescence. Potency, µM (top dose mostly 57.1 µM), for the others: at the top dose activity change, negative = inhibition, most hits filed as inhibitors. 0.23% of 390,000 active. AID 743255; note: potency is the fitted concentration of half-maximal effect; % is set by controls: 0 for no effect and ±100 for the full control effect; nearly all actives have a fitted effect of over 60% in size; inactives centre near -12
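Step one: compound is pinned into 1nM USP1/UAF1 in HEPES pH 7.8 buffer with TCEP. Step two: 15 min room-temperature incubation. Step three: Ub-Rho (150nM final) starts cleavage, tracked by fluorescence over six one-minute reads.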
GRP78 ERSR act = induces the endoplasmic reticulum stress response in human glioma cells | U87-MG GRP78 promoter luciferase reporter, 16 h | Potency, µM, without a hit: at the top dose activation, usual class: activators | 0.02% of 420,000 active | AID 602332; note: potency is the fitted concentration of half-maximal effect; series mostly up to about 76 µM; % of control where 0% means no effect; nearly all actives have a fitted effect of over 35% in size
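ERSR induction read as luciferase luminescence (Bright-Glo, 10 min at room temperature) in stably transfected human U87-MG glioma cells exposed to compounds for 16 h, using GRP78 as sensor.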
Vif-APOBEC3G blk = blocks the Vif interaction with human APOBEC3G. Q9HC16. HeLa A3G-eYFP + Vif (tagged APOBEC3G with the HIV-1 protein that degrades it), YFP fluorescence, overnight. Potency, µM (series often up to 46.1 µM), inactives show top-dose activity, negative = active, most hits filed as inhibitors. 0.076% of 410,000 active;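 note: potency is the fitted concentration of half-maximal effect; % is set by controls: 0 for no effect and ±100 for the full control effect; nearly all actives have a fitted effect of over 60% in size; hits raise eYFP signal because A3G escapes Vif-driven loss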
Target sequence (Q9HC16 whole entry, looked up): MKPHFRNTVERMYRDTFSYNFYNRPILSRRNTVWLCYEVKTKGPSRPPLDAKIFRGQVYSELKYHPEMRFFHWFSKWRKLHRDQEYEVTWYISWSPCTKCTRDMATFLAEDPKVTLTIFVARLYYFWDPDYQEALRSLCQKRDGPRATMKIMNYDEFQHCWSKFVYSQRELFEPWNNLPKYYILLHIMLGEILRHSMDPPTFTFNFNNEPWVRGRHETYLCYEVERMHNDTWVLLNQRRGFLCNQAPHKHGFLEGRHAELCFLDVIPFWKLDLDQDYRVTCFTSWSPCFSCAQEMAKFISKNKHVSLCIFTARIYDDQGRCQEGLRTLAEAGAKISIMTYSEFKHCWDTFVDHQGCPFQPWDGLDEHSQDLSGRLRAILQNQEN
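HeLa cells stably expressing Vif and C-terminally eYFP-tagged A3G, seeded overnight at 37 deg C, then exposed to compound by pintool overnight at 37 deg C. Rise in yellow fluorescence (Ex 488/Em 500-530, Acumen) marks blocked Vif-driven A3G degradation.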
Vif-A3F inh = inhibitors of Vif-A3F interaction. HeLa A3F-eYFP + Vif (tagged APOBEC3F with the HIV-1 protein that degrades it), YFP fluorescence increase. Potency, µM (highest dose often 46.1 µM), for inactives: at the highest dose activity, negative = active. 0.2% of 390,000 active. AID 602313; note: potency is the fitted concentration of half-maximal effect; % of control where 0% means no effect; nearly all actives have a fitted effect of over 65% in size
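HeLa cells stably expressing A3F-eYFP plus Vif, plated and incubated overnight at 37 deg C, then exposed to compounds overnight at 37 deg C. Blocked degradation read as raised yellow fluorescence (Ex 488/Em 500-530).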
LDHA block = inhibitors of human lactate dehydrogenase A; P00338; purified LDHA, NADH/diaphorase-resazurin fluorescence; stronger effect = lower value; activity change, % (values are at about 110 or 230 µM); 0.15% of 480,000 active; in the data active = activity change below about -30%; inconclusive = mostly about -25% to -30%;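 note: plate controls were DMSO wells for no effect and wells without enzyme for full effect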
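Enzyme activity of human lactate dehydrogenase 5 (2 nM; 0.06 mM NADH, 0.2 mM pyruvate, 5 min, RT) is measured via a resazurin/diaphorase fluorescence readout of residual NADH.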
TrxR1 substrate = is turned over as a substrate by rat TrxR1; AID 588456; purified TrxR1 substrate turnover, NADPH consumption readout; Potency, µM (series often up to 114 µM), without a hit: top-dose activity change, negative = substrate turnover; O89049; 0.01% of 390,000 active; note: potency is the fitted concentration of half-maximal effect; % is set by controls: 0 for no effect and ±100 for the full control effect; nearly all actives have a fitted effect of over 50% in size
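Rat TrxR1, dispensed at 90 nM, was prereduced with 400 uM NADPH (final) for 5 min at ~22 deg C, then incubated with compound 15 min before 400 uM selenite. A first-read NADPH fluorescence drop versus no-compound background flagged substrates.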
RGS4 inhibitor = inhibitors of human regulator of G protein signaling 4; Transcreener GDP fluorescence polarization, RGS4-accelerated GTP hydrolysis; Potency, µM (highest dose often 114 µM), for inactives: at the highest dose activity change, negative = inhibition, most hits filed as inhibitors; 0.039% of 390,000 active; note: potency is the fitted concentration of half-maximal effect; % is set by controls: 0 for no effect and ±100 for the full control effect; nearly all actives have a fitted effect of over 75% in size; some results filed as inactive show a strong effect at the top dose
Target sequence (P49798 whole entry, looked up): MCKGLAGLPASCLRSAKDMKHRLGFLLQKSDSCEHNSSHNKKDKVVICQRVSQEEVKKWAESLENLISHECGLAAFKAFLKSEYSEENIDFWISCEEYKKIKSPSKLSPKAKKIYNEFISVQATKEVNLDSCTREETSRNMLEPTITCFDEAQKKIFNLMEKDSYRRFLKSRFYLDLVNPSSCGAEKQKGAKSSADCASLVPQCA
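MLSMR compounds (23 nl, pin-transferred) preincubated 10 min at room temperature with a 500nM (2x) first reagent, then RGS4 at 900nM (2x) plus Transcreener GDP mix added; fluorescence polarization (620/688 nm) read before and after 90 min at 30 °C.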
* marks the source's active call; other numbers are inactive results; ? = inconclusive; nt = no result given; & = joins results of further samples; [ ] = remark or other dose. Unless noted, calls come from the whole dose curve; as a rule, active = well fitted curve in the direction sought with a large enough effect; inconclusive = small, poorly fitted or top-dose-only effect, or another doubt; inactive = no such curve, though single readings can be large; an effect the other way counts as inactive or inconclusive. Not all compounds are listed; the hit share may differ from the screen's.

SMILES	rTrxR1 inhibitor	IDH1 R132H inh	USP1 inh	GRP78 ERSR act	Vif-APOBEC3G blk	Vif-A3F inh	LDHA block	TrxR1 substrate	RGS4 inhibitor
COc1cc2c(cc1OC)-c1nnc(C)n1C1(CCCC1)C2	10%	-3%	6%	-3%	-2%	-6%	-3	5%	-15%
CC(=O)C1=C(C)NC(SCC(N)=O)=C(C#N)C1c1sccc1C (stereo not given)	-11%	5%	-4%	-3%	-3%	2%	0	9%	-20%
CSCCC(NC(=O)COc1ccccc1)C(=O)N(C)Cc1c(F)cccc1Cl (stereo not given)	nt	-2%	-5%	0%	-16%	-1%	1	nt	nt
CO/N=C/CC(=O)c1cnc(-c2ccccc2)s1	-8%[57.1 µM]	1%	-20%	-1%	-8%	4%	0	5%	4%
Cc1ccc(C(=O)N/N=C\c2ccc(OC(=O)c3cccc(F)c3)cc2)cn1	38%[activator]	-2%	-23%	-2%	-3%	3%	-7	10%	9%
CS(=O)(=O)N(Cc1ccc(C(=O)N2CCc3ccccc3C2)cc1)c1ccccc1	7%[57.1 µM]	-2%	-23%	0%	1%	-1%	-3	0%[57.1 µM]	6%
COc1ccc(N2C(=O)CCC(C(=O)N3CCN(c4ccccn4)CC3)C2c2ccc(F)cc2)cc1 (stereo not given)	?	8%	-15%	-3%	5%	19%	-1	4%	-2%
Cc1ccc(NC(=O)c2nc(S(C)(=O)=O)ncc2N(Cc2ccco2)Cc2cccs2)cc1C	13%	-12%	-12%	-5%	1%	-8%	-11	-1%	-18%
CC(C)CN1C(=O)c2ccc(C(=O)Nc3ccncc3)cc2C1=O	-7%	4%	5%	-6%	4%	1%	-4	-6%	5%
CCOc1ccc(N2C(=O)CC(SCc3nc4ccccc4[nH]3)C2=O)cc1 (stereo not given)	-43%	7%	-18%	-6%	0%	-12%	-2	-13%[57.1 µM]	-17%
O=C(O)CCc1ccc(S(=O)(=O)Nc2ccccc2C(=O)NCCc2ccccc2)cc1	12%	-7%	-9%	-4%	2%	-1%	-3&-2	5%	16%
N#Cc1c(C(F)(F)F)cc(-c2cccs2)nc1SCc1ccc(Cl)nc1	50µM*	2%	-16%	-3%	-2%	1%	-1	149%[activator]	-19%
CCCNC(=O)c1ccc(C2SCC(=O)N2Cc2ccccc2)cc1 (stereo not given)	-22%	-4%	-18%	-5%	0%	1%	-5	2%	-18%
CC1CC(C)CN(C(=O)c2cccc(S(=O)(=O)N(C)c3ccccc3)c2)C1 (stereo not given)	-4%[57.1 µM]	-6%	-14%	-2%	-5%	-5%	-14	-4%[57.1 µM]	-5%
Cc1ccc(S(=O)(=O)N2CCOCC2)cc1N/N=C(\C#N)c1nc2ccccc2[nH]1	37%[activator]	8%	-8%	-2%	0%	-2%	-6	7%	-14%
COC(=O)c1ccc2nc(Nc3nc4c(F)cc(F)cc4s3)sc2c1	75%[activator]	5%	-18%	-14%	-4%	-29%	-2	162%[activator]	-14%
Cc1ccccc1OCc1cc(=O)n2c(-c3ccccc3)csc2n1	-7%	31%	-9%	-2%	7%	0%	-5	-7%	12%
CCOc1ccc(-c2nonc2NC(=O)c2oc3cc(C)ccc3c2C)cc1OCC	1%	-6%	-9%	-4%	4%	3%	0	-5%	-4%
Cc1nn(C)c(C)c1S(=O)(=O)N(CC(=O)Nc1ccc2c(c1)OCO2)c1ccc(C(C)C)cc1	-7%	-2%	-14%	-4%	-6%	0%	-4	-9%	12%
CCc1cnc2c(c1SCC(=O)Nc1ccc(Cl)cc1)c(=O)n(C)c(=O)n2C	4%[57.1 µM]	0%	-13%	-7%	5%	-4%	-6	-9%[57.1 µM]	21%
COc1ccc(CCNC(=O)CCC(=O)Nc2ccccc2[N+](=O)[O-])cc1OC	22%	-3%	-21%	-2%	-1%	2%	-2	2%	19%
COc1ccc(C)cc1-n1c(SCC(=O)N2CCOCC2)nc2ccccc2c1=O	nt	3%	-14%	-9%	-8%	-27%	-1	nt	nt
CCCN1CCC(=O)N([C@H](COc2ccccc2)Cc2ccccc2)CC1	21%&-27%	7%	?	-6%&-1%	0%&3%	4%	0	3%&-5%	-13%
CC(C)C[C@@]12C(=O)N(c3cccc(F)c3)C(=O)N1[C@H](c1ccc(Br)cc1)[C@@H]1C(=O)N(C(C)(C)C)C(=O)[C@@H]12	19%[57.1 µM]	-13%	16%	2%	-2%	7%	-11	-7%	16%
O=C(c1ccc(CS(=O)(=O)c2ccc(Br)cc2)o1)N1CCCCCC1	1%	-2%	-14%	-2%	-1%	0%	-2	-2%	3%
SMILES	rTrxR1 inhibitor	IDH1 R132H inh	USP1 inh	GRP78 ERSR act	Vif-APOBEC3G blk	Vif-A3F inh	LDHA block	TrxR1 substrate	RGS4 inhibitor
CCC(CO)Nc1nc(CN2CCCCC2)nc2scc(-c3ccccc3)c12 (stereo not given)	10%	-17%	-2%	-2%	-4%	2%	-2	6%	-7%
Cc1ccc(C(=O)Nc2ccccc2C(=O)N2CCCCC2C)cc1 (stereo not given)	6%	9%	-19%	1%	0%	6%	-4	-1%	-23%
CCOC(=O)N/N=C/c1ccc(F)cc1F	-24%	2%	-1%	-2%	0%	4%	-6	-11%	-9%
COc1ccc(CCN2CCCC(CN(C)Cc3cccc(OC)c3)C2)cc1 (stereo not given)	18%	9%	-17%	3%	-4%	20%	-1	9%	-3%
CCCCOCCCNC(=O)CC(C)c1ccccc1 (stereo not given)	9%	4%	-8%	-6%	1%	-14%	-5	-3%	-5%
Cc1cccc(-n2c(C)n[nH]c2=S)c1C	-21%	13%	-5%	-4%	1%	-3%	-7	-11%	-40%
CNC(=S)N1CCN(c2ccccc2OC)CC1	13%	1%	4%	-4%	-3%	-5%	-10	3%	-15%
CCCCC(=O)NC1(C(F)(F)F)C(=O)Nc2c1c(=O)[nH]c(=O)n2Cc1ccco1 (stereo not given)	-13%	-5%	2%	-3%	0%	-11%	1	-5%	-12%
CCc1ccc(-n2cnc3cc(C(=O)NCc4ccc(C)cc4)ccc32)cc1	15%[57.1 µM]	-14%	-12%	-6%	4%	5%	1	-5%[57.1 µM]	8%
C[C@@H]1CN(Cc2nnnn2CC(=O)NCCCn2cccn2)C[C@H](C)O1	nt	3%	6%	-4%	0%	-14%	-4	nt	nt
CCOC(=O)C1(CC2CCCCO2)CCN(Cc2cc3ccccc3[nH]2)CC1 (stereo not given)	13%[57.1 µM]	3%	-6%	8%	-10%	3%	-2	-5%[57.1 µM]	-25%
COc1ccccc1C(=O)COC(=O)CCN=C1NS(=O)(=O)c2ccccc21	15%	4%	-11%	-4%	0%	8%	0	4%	6%
CCOC(=O)/C(C#N)=C/c1cn(CCC(=O)O)nc1-c1ccccc1	-10%	1%	-9%	-1%	0%	1%	-7	-12%	-37%
O=C(Cn1nc(-c2ccco2)ccc1=O)Nc1cc(Cl)ccc1Cl	?	0%	-18%	-5%	1%	-4%	-5	18%	-17%
O=C1NC(=O)C(c2cn(-c3ccccc3)nc2-c2ccc(F)cc2)N1 (stereo not given)	11%[57.1 µM]	1%	-15%	-9%	0%	0%	-6	-6%[57.1 µM]	-83%[11.4 µM]
COC(=O)c1c(-c2snnc2C)n[nH]c1C	-5%[57.1 µM]	-1%	-11%	-5%	0%	6%	-4	3%[57.1 µM]	-23%
CCN(CC)S(=O)(=O)c1ccc2c(c1)nc(SCC(=O)NC1CC1)n2-c1ccccc1OC	-3%	1%	-1%	1%	0%	0%	-1	1%	18%
O=C(NCC(c1cccs1)S(=O)(=O)c1cccs1)c1ccc(C(F)(F)F)cc1 (stereo not given)	10%[57.1 µM]	-25%	-27%	-2%	2%	-4%	2	2%[57.1 µM]	3%
Cc1nc2c(sc3nc(N4CCOCC4)c4c(c32)CC(C)(C)OC4)c(-c2ccc(Cl)cc2)c1C(=O)O	19%	5%	?	-1%	-11%	-8%	0	8%	-5%
Oc1c(C(c2ccccc2F)N2CCCC2)sc2nc(-c3ccco3)nn12 (stereo not given)	12%[57.1 µM]	-4%	-15%	-5%	-1%	0%	5	8%[57.1 µM]	4%
CCN(Cc1ccc(NC(C)=O)cc1)CC1CCCN(CCc2cccc(OC)c2)C1 (stereo not given)	6%	-2%	3%	-3%	0%	0%	-9	-6%	6%
Cc1cc(NC(=O)CSc2nc(=O)n3cc(Cl)ccc3n2)no1	-3%[57.1 µM]	-5%	-19%	-2%	-6%	7%	-8	-2%[57.1 µM]	-22%
Cc1ccc(NC(=S)N(CCCN2CCOCC2)Cc2ccco2)cc1C	8%[57.1 µM]	8%	-3%	-3%	-6%	-6%	-2	8%[57.1 µM]	-8%
COc1ccc(CCNC(=O)CCOc2ccc(C(C)(C)C)cc2)cc1OC	-1%	4%	-15%	2%	0%	-2%	3	-4%	7%
O=C(Nc1ccc2oc(-c3ccccc3)nc2c1)c1cc(-n2cnnc2)ccc1Cl	15%	13%	-25%	6%	-11%	?	0	6%	-37%[56.9 µM]
